GLD-1 RNA inh: GLD-1-TGE RNA interaction inhibition (C. elegans). 0.44% of 320,000 active. purified GLD-1 + fluorescein TGE RNA, fluorescence polarization. inhibition, % at 5.96 µM. Q17339;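 active = percent inhibition above a per-plate cutoff, the plate mean of test compounds plus 3 SD, cut at about 30% in these data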;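 note: 0% = DMSO wells with GLD-1 and probe and 100% = wells lacking GLD-1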
Fam108B inh: blocks mouse Fam108B hydrolase in RBBP9 counter-screen | recombinant Fam108B, FP-Rh probe fluorescence polarization | inhibition, % at 9.51 µM | 0.33% of 300,000 active;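 active = inhibition above the screen mean inhibition plus 3 SD, computed separately per campaign, cut at about 18% in these data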;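 note: inhibitors lower polarization as less probe binds the enzyme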
VLA-4 inh: inhibition in a human VLA-4 binding assay. inhibition, % (about 7 µM as worked out from the volumes in the protocol). 0.2% of 330,000 active. P13612. AID 2557. VLA-4 expressing cells, ligand binding flow cytometry; in the data active = inhibition above about 50%
Bcl-xL primary: inhibitors of human Bcl-xL. Q07817. GST-Bcl-xL / FITC-Bim BH3 peptide fluorescence polarization. inhibition, % at 10.9 µM. 0.7% of 320,000 active. AID 2129;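 active = inhibition above the mean of all tested compounds plus 3 SD, cutoff set per campaign, cut at about 30% in these data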;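 note: 0% = DMSO wells and 100% = unlabeled Bim-BH3 peptide competitor; inhibitors lower millipolarization by displacing the labeled peptide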
Target sequence (Q07817 whole entry, looked up): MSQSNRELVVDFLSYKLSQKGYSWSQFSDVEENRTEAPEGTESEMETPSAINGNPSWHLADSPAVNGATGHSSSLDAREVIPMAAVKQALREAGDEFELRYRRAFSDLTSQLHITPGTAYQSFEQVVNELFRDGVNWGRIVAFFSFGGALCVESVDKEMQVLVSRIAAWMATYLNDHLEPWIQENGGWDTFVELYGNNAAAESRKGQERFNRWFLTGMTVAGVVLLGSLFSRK
CIT2-GFP yeast: modulators of TOR pathway CIT2-GFP in S. cerevisiae | S. cerevisiae CIT2-GFP strain, flow cytometry, 3 h; 100 means same as DMSO wells | GFP response vs DMSO, % at 10 µM | 0.065% of 320,000 active;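 active = GFP response relative to DMSO above a set limit, near the screen mean plus 3 SD, cut at about 150% in these data; inconclusive = Fewer than 70 cells measured for a yeast strain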;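 note: ratio of well median GFP fluorescence to mean of DMSO wells on the plate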
AGP1-GFP MLPCN: yeast TOR pathway AGP1-GFP modulation. S. cerevisiae AGP1-GFP multiplex flow cytometry, 3 h; GFP as percent of DMSO wells. GFP response vs DMSO, % at 10 µM. 0.02% of 320,000 active;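 active = GFP response relative to DMSO above a set limit, near screen average plus 3 SD, cut at about 150% in these data; inconclusive = fewer than 70 cells counted for the yeast strain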;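 note: median GFP channel fluorescence of the gated AGP1 strain per well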
GRK2 inh: blocks RNA aptamer binding to human GRK2; P25098; bead flow cytometry, FAM-aptamer displacement from GRK2; inhibition of aptamer binding, % at 10 µM; 0.59% of 330,000 active;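 active = inhibition of aptamer binding above 40%, roughly 3 SD of noise, on plates passing a quality check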;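 note: median bead fluorescence of bound FAM aptamer so fluorescent compounds give negative values; no value below 0 was filed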
Target sequence (P25098 whole entry, looked up): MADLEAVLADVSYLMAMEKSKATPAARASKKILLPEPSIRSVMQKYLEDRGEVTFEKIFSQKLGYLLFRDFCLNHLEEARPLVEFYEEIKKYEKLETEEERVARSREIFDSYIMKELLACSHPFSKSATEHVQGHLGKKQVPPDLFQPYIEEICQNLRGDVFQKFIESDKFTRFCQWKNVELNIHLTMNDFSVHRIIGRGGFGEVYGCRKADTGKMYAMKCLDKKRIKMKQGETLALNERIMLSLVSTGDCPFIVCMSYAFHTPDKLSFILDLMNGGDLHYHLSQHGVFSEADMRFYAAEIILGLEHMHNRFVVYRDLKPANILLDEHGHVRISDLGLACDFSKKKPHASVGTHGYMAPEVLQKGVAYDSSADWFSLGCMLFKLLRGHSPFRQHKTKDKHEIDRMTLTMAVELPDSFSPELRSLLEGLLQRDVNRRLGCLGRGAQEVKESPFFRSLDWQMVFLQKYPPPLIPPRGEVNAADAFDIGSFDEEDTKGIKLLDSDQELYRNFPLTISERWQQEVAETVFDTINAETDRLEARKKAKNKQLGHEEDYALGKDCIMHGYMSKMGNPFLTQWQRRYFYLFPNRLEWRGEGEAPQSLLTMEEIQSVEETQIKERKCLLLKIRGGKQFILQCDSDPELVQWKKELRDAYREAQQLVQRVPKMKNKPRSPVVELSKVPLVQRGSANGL
MEX-5 binding: C. elegans MEX-5 TCR-2 RNA binding activity. MEX-5/FITC-TCR2 RNA binding, fluorescence polarization; hits give low values. activity score (negative = inhibition of binding), % at 10 µM. 0.38% of 300,000 active. AID 1832;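 active = inhibition past about -25% in most replicates, and total fluorescence under double the plate's negative control median, limit read from the data; inconclusive = replicates evenly split on the limit, or fluorescence at least double controls; inactive = too little inhibition in most replicates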;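 note: 0% = DMSO and -100% = 5 µM competing unlabeled TCR2 RNA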
MCL1 BIM primary: inhibitors of human MCL1 binding to BIM-BH3 peptide; inhibition, % at 10.9 µM; Q07820; 0.68% of 320,000 active; GST-MCL1 / FITC-Bim-BH3 fluorescence polarization; AID 2057;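 active = inhibition above the mean inhibition of all tested compounds plus 3 SD, set per campaign, cut at about 40% in these data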;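 note: 0% = DMSO wells and 100% = unlabeled Bim-BH3 peptide control; higher means more loss of mP so more displacement of Bim peptide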
Numbers without * were called inactive; u = inconclusive; x = no result given. Random draw from the library; 2.2% or so of the library scored in one or more.

Every second line gives: GLD-1 RNA inh	Fam108B inh	VLA-4 inh	Bcl-xL primary	CIT2-GFP yeast	AGP1-GFP MLPCN	GRK2 inh	MEX-5 binding	MCL1 BIM primary
COc1cc(C2N(c3ccc(Cl)cc3)C(=O)C3CCCN32)cc(OC)c1OC (centres undefined)
  3.9	-2.8	-14.7	-0.8	107.1	102.4	0.0	-0.2	-8.6
Cc1ccccc1-c1nc(CN2CCC(C(=O)NCCCN3CCOCC3)CC2)c(C)o1
  3.5	3.0	7.4	2.6	97.7	98.8	0.0	0.3	2.7
O=C(N/N=C\c1ccccc1)c1ccccc1-n1cccc1
  1.6	-1.7	23.5	3.3	85.4	96.1	2.0	1.0	6.2
CC(=O)c1ccc(N2CCN(C(=S)Nc3ccccc3)CC2)cc1
  -2.5	-4.7	3.0	8.4	103.2	95.0	0.0	-3.2	6.6
O=C(Cc1ccc(Cl)cc1)Nc1ccc(SC(F)F)cc1
  3.4	-1.1	15.8	5.1	86.1	88.4	8.0	-1.0	1.6
Cc1ccc2oc(-c3ccc(NC(=O)c4ccncc4)cc3O)nc2c1
  6.8	-17.9	-6.1	0.7	100.4	102.3	0.0	-6.0	5.5
CCC12CN3CC(CC)(CN(C1)C3c1ccc(OC(C)C)cc1)C2=O (centres undefined)
  3.9	1.4	22.9	4.3	102.2	100.9	2.0	0.8	7.2
COc1ccc(C(=O)Nc2cccc(NC(=O)c3ccc(OC)c(OC)c3)n2)cc1OC
  -1.9	-5.1	1.4	-5.3	104.6	101.2	0.0	-1.0	-0.5
COc1ccc(C(=O)NCC(O)CN2CCOCC2)cc1[N+](=O)[O-] (centres undefined)
  9.4	-3.8	-7.6	3.8	101.2	100.7	1.0	3.0	-3.0
Cc1nnsc1C(=O)N/N=C/c1cccc(C(F)(F)F)c1
  5.9	3.2	9.9	5.8	95.2	97.1	2.0	-3.9	2.6
CC(=O)CCc1c(C)nc2ccc(C(=O)O)cc2c1Cl
  3.6	2.7	-2.2	10.5	104.0	102.2	x	-3.4	22.1
COc1cccc(C(C(=O)NC2CCCC2)N(CC2CCCO2)C(=O)Cc2cccs2)c1 (centres undefined)
  -3.4	-2.6	3.0	6.5	109.7	109.6	0.0	1.3	4.7
Cc1ccc(C2CC(c3ccc(C)cc3)n3nc(N)nc3N2)cc1 (centres undefined)
  6.3	1.8	2.0	24.6	103.8	107.6	0.0	0.1	5.0
O=C1CC(C(=O)O)c2ccccc2N1 (centres undefined)
  1.7	0.6	15.0	5.9	96.3	105.3	0.0	-3.0	2.5
Cc1ccc2c(c1)C(c1ccccc1)N(C(=O)c1ccccc1[N+](=O)[O-])CC(=O)N2 (centres undefined)
  x	x	5.0	x	94.2	102.4	1.0	3.6	x
O=C(Nc1nnc2n1CCS2)c1ccco1
  0.3	0.6	5.3	-4.5	98.0	95.9	0.0	1.1	4.4
COc1ccc(-c2nnc(SCC(=O)N/N=C/c3ccccc3C(=O)O)n2-c2ccc(Cl)cc2)cc1
  -4.1	-0.8	-1.3	3.7	109.4	103.1	0.0	-2.4	-0.5
O=C(c1cc(-c2cccs2)nn1-c1ccccc1)N1CCN(S(=O)(=O)c2ccccc2)CC1
  -2.7	0.0	-4.7	-3.7	97.9	103.5	1.0	1.7	-7.3
COc1ccc(S(=O)(=O)NCc2ccccc2)cc1
  4.0	1.4	-6.1	4.5	102.4	103.3	1.0	-2.4	5.7
COc1cc(OC)cc(C(=O)N[C@H](C(=O)OCC(=O)Nc2ccc(OC)c(OC)c2)C(C)C)c1
  6.1	2.4	26.7	3.8	100.3	97.9	2.0	1.0	2.9
Cc1ccc(C(=O)NNC(=O)C2CCN(c3nccc(C)n3)CC2)cc1
  3.9	-2.1	4.7	2.2	102.9	104.4	0.0	-0.1	1.1
CCc1ccc(NC(=O)CCc2nc3sc4c(c3c(=O)[nH]2)CCCC4)cc1
  -9.2	-3.1	-2.0	-0.1	95.8	95.7	3.0	0.5	8.6
CCOC(=O)c1ccc(N2C(=O)c3n[nH]c(C)c3C2c2ccc(OC)c(OC)c2)cc1 (centres undefined)
  -3.4	-5.3	46.1	0.3	99.0	102.1	4.0	-0.7	-4.4
COc1ccc(/C(C)=N/NC(=S)NCc2ccco2)cc1
  -1.6	5.2	34.9	3.6	94.7	89.0	0.0	1.4	10.0
CC(C)COc1ccc2[nH]c3c(c2c1)CCCC3=O
  5.0	0.3	19.3	5.5	108.5	107.6	1.0	-0.2	3.7
CCCn1c(CN2CCN(C(=O)OCC)CC2)nc2cc(NC(=O)CC)ccc21
  6.0	-0.3	20.5	8.6	98.0	96.6	1.0	-1.1	-4.3
COc1cc(-c2cc(C(=O)O)c3cc4c(cc3n2)OCCO4)cc(OC)c1OC
  3.9	-4.0	1.7	4.2	106.0	111.1	3.0	0.0	0.5
Clc1ccc2c(c1)[C@H]1OCC[C@H]1[C@@H](c1ccco1)N2
  21.3	0.1	-11.8	21.6	102.4	97.5	0.0	-7.4	26.3
Cc1cc(NC(=O)C2CCCN(S(=O)(=O)c3c(C)noc3C)C2)n[nH]1 (centres undefined)
  2.8	3.2	11.9	-3.9	103.0	97.8	0.0	-1.3	-7.6
COc1ccc(-c2csc(N(CCCN(C)C)C(=O)c3ccccc3C)n2)cc1
  0.4	2.8	2.7	5.8	100.5	96.9	0.0	2.9	5.8
CC(Oc1ccccc1)C(=O)Nc1nnc(S(=O)(=O)N(C)c2ccccc2)s1 (centres undefined)
  5.1	-2.6	16.5	3.5	104.1	98.5	0.0	-1.1	-3.2
CCn1cc(SCC(=O)N2CCOCC2)c2ccccc21
  6.1	1.0	0.4	2.5	111.2	106.5	0.0	0.4	-0.5
O=C(Nc1cccc(C(F)(F)F)c1)C1C2CC3OC(=O)C1C3C2 (centres undefined)
  2.5	-3.5	4.6	-0.4	u	u	4.0	1.4	-2.3
Cc1ccc(C(=O)Nc2ccccc2C(=O)N2CCCCC2C)cc1 (centres undefined)
  -4.9	0.8	-2.6	3.0	x	82.4	0.0	0.8	8.3
NS(=O)(=O)c1ccc(Sc2ccc3ccccc3c2)nc1
  -5.2	2.2	7.0	-0.8	103.8	103.4	1.0	0.1	4.3
Cc1ccc(NC(=O)c2cccc(S(=O)(=O)N(C)c3ccccc3)c2)cc1S(=O)(=O)N1CCOCC1
  -1.0	-13.7	16.1	5.0	101.9	96.1	3.0	1.8	6.4
CN(CC(=O)Nc1ccccc1Br)C(=O)CNC(=O)c1ccc2c(c1)OCO2
  6.7	0.1	8.7	6.5	92.2	106.1	2.0	-0.7	1.9
O=C(NC[C@@H]1CCCO1)c1cccc2c1C(=O)c1ccc(N3CCOCC3)cc1S2(=O)=O
  2.5	x	-7.0	x	100.7	105.3	0.0	x	x
CCCCN(CCCC)Cc1ccc(C(=O)NNC(=O)Nc2ccc(F)cc2)o1
  9.4	3.4	6.2	6.8	101.9	107.4	0.0	2.9	2.1
COc1ccccc1NC(=O)c1cc(Br)ccc1Cl
  1.2	3.1	3.5	7.1	89.9	98.0	3.0	1.9	3.4

Some of these compounds in order of count of non-hydrogen atoms, smallest number first:
Every second line gives: GLD-1 RNA inh	Fam108B inh	VLA-4 inh	Bcl-xL primary	CIT2-GFP yeast	AGP1-GFP MLPCN	GRK2 inh	MEX-5 binding	MCL1 BIM primary
COc1ccccc1NC(=O)c1cc(Br)ccc1Cl
  1.2	3.1	3.5	7.1	89.9	98.0	3.0	1.9	3.4
CCn1cc(SCC(=O)N2CCOCC2)c2ccccc21
  6.1	1.0	0.4	2.5	111.2	106.5	0.0	0.4	-0.5
O=C(Nc1cccc(C(F)(F)F)c1)C1C2CC3OC(=O)C1C3C2 (centres undefined)
  2.5	-3.5	4.6	-0.4	u	u	4.0	1.4	-2.3
O=C(NC[C@@H]1CCCO1)c1cccc2c1C(=O)c1ccc(N3CCOCC3)cc1S2(=O)=O
  2.5	x	-7.0	x	100.7	105.3	0.0	x	x

(cont.)
Every second line gives: GLD-1 RNA inh	Fam108B inh	VLA-4 inh	Bcl-xL primary	CIT2-GFP yeast	AGP1-GFP MLPCN	GRK2 inh	MEX-5 binding	MCL1 BIM primary
CCC(=O)NNC(=O)Cc1c(C)n(C(=O)c2ccc(Cl)cc2)c2ccc(OC)cc12
  0.3	-0.7	-7.3	1.8	92.8	97.2	1.0	-0.7	-9.7
COc1ccccc1C(=O)NCc1ccco1
  2.0	-2.9	9.6	-0.3	103.5	102.7	0.0	0.0	-4.3
O=C(CN1CCN(S(=O)(=O)N2CCCCCC2)CC1)Nc1cc(Cl)ccc1Cl
  -4.0	-8.0	5.9	0.8	101.3	109.5	0.0	-0.3	-4.5
COc1ccc(CNS(=O)(=O)c2ccc(-n3cnnn3)c(OC)c2)cc1
  10.6	0.4	-1.6	2.5	100.6	100.9	0.0	0.6	10.2
COc1cccc(CNC(=O)c2cc(COc3c(F)cccc3F)on2)c1
  -3.2	-1.7	-5.8	7.2	88.8	97.5	3.0	-0.1	-2.2
N#Cc1nc(Cc2ccccc2)oc1N1CCCC1
  1.9	2.2	7.2	3.8	80.2	94.0	0.0	-2.6	7.0
CC(=O)c1cc(C#N)c(SCc2ccccc2)nc1C
  3.2	10.2	7.3	-1.9	u	x	4.0	-0.8	3.2
CCN1CCN(CC(=O)NC2CCCCC2)C(=O)C1=O
  6.9	1.2	-4.0	3.2	97.1	97.1	x	0.8	7.6
CCOC(=O)C1=C(N)n2c(s/c(=C\c3ccco3)c2=O)=C(C(=O)OC(C)C)C1c1ccco1 (centres undefined)
  4.2	-2.0	5.0	4.7	94.2	96.8	6.0	0.3	7.9
CCOc1ccc(C(=O)NCc2ccco2)cc1
  -1.2	0.3	4.6	3.9	95.2	103.3	9.0	1.1	9.1
O=C(COc1ccc(-n2ccnc2)cc1)Nc1cccc(Cl)c1
  0.0	-0.2	8.4	-9.6	111.3	108.4	0.0	0.0	-10.0
COc1cccc(CN2CCN(C(=O)c3cccc4ccccc34)CC2)c1OC
  4.5	-2.4	13.2	2.0	99.6	96.1	0.0	1.0	2.4
CS(=O)(=O)NN1C(=O)c2ccccc2NC1c1ccccc1O (centres undefined)
  8.8	-0.4	0.3	-0.9	92.1	x	4.0	0.8	-0.2
Cc1cc(NC(=O)C2CC2)ccc1NC(=O)c1cccs1
  5.5	0.0	9.0	4.8	107.0	101.0	1.0	1.5	5.3
O=C1CCC(/C=C/c2ccccc2)=NN1Cc1ccccc1
  -1.9	0.8	-3.0	4.2	100.0	93.7	0.0	-0.6	-0.2
CC(C)NC(=O)COc1coc(CN2CCN(c3cccc(Cl)c3)CC2)cc1=O
  -7.8	0.9	20.6	7.8	102.7	109.3	0.0	-1.7	-2.4
O=C(CSc1nnc(-c2ccccc2F)n1C1CC1)Nc1ccc2[nH]c(=O)[nH]c2c1
  6.7	4.2	-1.1	-3.8	91.4	98.1	2.0	-0.9	-6.3
COC(=O)Cn1ccc(-c2ccc(Cl)cc2)c(C#N)c1=O
  5.7	-14.3	11.2	4.0	99.7	103.7	2.0	-1.7	1.0

High-throughput results deposited in PubChem by several laboratories.
